CRFR2-BP ag = CRF-BP/CRF-R2 complex agonism; HEK293 CRF-R2/CRF-BP, calcium dye fluorescence (FLIPR); percent of saturating CRF peptide response; 350,000 compounds, 0.46% hits; AID 588473; activation, % at 13.2 µM;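 active means activation of at least 50%, plus an integration ratio under a set limit after plate pattern correction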;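 further: plate controls were neutral control wells without compound for no effect and CRF at EC100 for full effect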
CHRM4 PAM = potentiates acetylcholine response at human M4 receptor. P08173. CHO-K1 hM4/Gqi5, Fluo-8 calcium fluorescence, ACh EC20; 0% = ACh EC20, 100% = maximal ACh. activation, % at 3 µM. 360,000 compounds, 0.4% hits;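 active means activation above its plate's cutoff, the mean activation of sample wells plus 3 SD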; further: some results filed as inactive read as strong as hits
Target sequence (P08173 whole entry, looked up): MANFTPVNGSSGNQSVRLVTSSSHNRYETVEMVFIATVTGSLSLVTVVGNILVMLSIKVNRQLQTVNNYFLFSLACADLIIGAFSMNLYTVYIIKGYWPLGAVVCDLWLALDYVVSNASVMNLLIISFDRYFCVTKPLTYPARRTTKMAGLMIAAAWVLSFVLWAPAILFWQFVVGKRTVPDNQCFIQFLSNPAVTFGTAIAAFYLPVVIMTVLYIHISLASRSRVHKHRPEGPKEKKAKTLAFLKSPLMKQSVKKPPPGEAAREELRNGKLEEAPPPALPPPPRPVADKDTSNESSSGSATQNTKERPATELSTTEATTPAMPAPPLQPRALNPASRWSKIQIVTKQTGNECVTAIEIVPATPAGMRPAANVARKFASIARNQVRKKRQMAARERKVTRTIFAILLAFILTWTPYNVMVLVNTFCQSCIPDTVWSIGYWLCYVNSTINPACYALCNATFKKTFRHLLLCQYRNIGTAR
CHRM1 antagonist = blocks human M1 muscarinic receptor | inhibition, % at 3 µM | CHO-K1 hM1, Fluo-8 calcium fluorescence, ACh EC80 antagonist | P11229 | 360,000 compounds, 1.3% hits;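 active means percent inhibition above its own plate's cutoff, namely the mean of that plate's compound wells plus 3 SD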;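 further: peak over basal fluorescence ratio during 140 s after agonist addition; 0% = ACh EC80 plus DMSO and 100% = DMSO alone without agonist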
M5 PAM = positive allosteric modulators of human muscarinic M5 receptor. CHO-K1 hM5, Fluo-8 calcium, ACh EC20 PAM; 0% = ACh EC20, 100% = ACh EC100. AID 624038. activation, % at 3 µM. P08912. 360,000 compounds, 0.3% hits;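 active means activation above the run cutoff, the mean activation of all test compounds plus 3 SD, cut at about 18% in these data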
Target sequence (P08912 whole entry, looked up): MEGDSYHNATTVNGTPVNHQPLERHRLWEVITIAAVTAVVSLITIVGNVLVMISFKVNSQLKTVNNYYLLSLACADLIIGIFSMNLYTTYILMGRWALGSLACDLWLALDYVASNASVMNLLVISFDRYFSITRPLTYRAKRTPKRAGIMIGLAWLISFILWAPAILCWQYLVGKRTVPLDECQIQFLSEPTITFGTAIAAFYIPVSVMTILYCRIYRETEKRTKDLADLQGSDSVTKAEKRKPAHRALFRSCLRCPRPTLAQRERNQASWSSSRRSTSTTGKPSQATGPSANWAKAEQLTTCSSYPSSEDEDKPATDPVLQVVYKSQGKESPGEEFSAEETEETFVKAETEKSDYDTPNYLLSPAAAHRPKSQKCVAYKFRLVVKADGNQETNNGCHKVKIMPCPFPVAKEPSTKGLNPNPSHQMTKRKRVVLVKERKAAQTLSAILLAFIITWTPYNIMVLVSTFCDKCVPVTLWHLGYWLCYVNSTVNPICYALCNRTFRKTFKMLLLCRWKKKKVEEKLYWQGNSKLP
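Measured by: Fluo-8 calcium fluorescence; material: human M5 receptor in CHO-K1 cells; schedule: Post-acetylcholine fluorescence recording 140 s; benchmarks: low control EC20 acetylcholine (0%), high control EC100 acetylcholine (100%); read-out: Max/basal fluorescence ratio as % of EC20–EC100 ACh window; compound: single dose, 3 µM nominal final test concentration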
M4 antag = antagonists of human muscarinic M4 receptor (CHRM4); P08173; CHO-hM4 cells, ACh EC80, Fluo-8 calcium fluorescence; inhibition, % at 3 µM; 360,000 compounds, 0.73% hits; AID 624125;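 active means inhibition above its plate's cutoff, the mean inhibition of sample wells plus 3 SD, cut at about 27% in these data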;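 further: 0% = acetylcholine EC80 with DMSO and 100% = DMSO without agonist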
M4 ag = CHRM4 agonism in calcium assay | 360,000 compounds, 0.14% hits | CHO-K1 hM4/Gqi5, Fluo-8 calcium fluorescence; vehicle 0%, full acetylcholine response 100% | activation, % at 3 µM;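 active means activation above the run mean over all test wells plus 3 SD, cut at about 32% in these data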;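 further: peak over basal fluorescence ratio per well then scaled between controls; 0% = DMSO wells and 100% = acetylcholine at EC100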
M5 antag = blocks acetylcholine activation of human M5 receptor. 360,000 compounds, 0.59% hits. CHO-hM5 cells, Fluo-8 calcium fluorescence, ACh EC80. AID 624040. inhibition, % at 3 µM. P08912;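 active means inhibition above a per-plate cutoff, the mean of that plate's test compounds plus 3 SD, cut at about 27% in these data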;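 further: 0% = acetylcholine EC80 with DMSO and 100% = DMSO without agonist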
M5 ag = agonists of human muscarinic M5 receptor (CHRM5) | P08912 | CHO-K1 hM5 cells, Fluo-8 calcium fluorescence; 0% DMSO wells, 100% maximal acetylcholine response | activation, % at 3 µM | 360,000 compounds, 0.19% hits | AID 624037;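 active means activation above the run's mean over test compounds plus 3 SD, cut at about 23% in these data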;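 further: signal is peak over basal fluorescence ratio across the kinetic read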
CHRM1 PAM = positive allosteric modulators of human M1 muscarinic receptor; activation, % at 3 µM; P11229; 360,000 compounds, 0.088% hits; CHO-K1 hM1, Fluo-8 calcium fluorescence, ACh EC20; 0% = ACh EC20, 100% = maximal ACh; in the data active means activation above about 19%, passing the limit was not always enough
* = called active by the depositor; . = no result given.

SMILES	CRFR2-BP ag	CHRM4 PAM	CHRM1 antagonist	M5 PAM	M4 antag	M4 ag	M5 antag	M5 ag	CHRM1 PAM
CC1CCc2c(sc3c2C2=NS(=O)(=O)CCN2C=N3)C1 (stereo unspecified)	0.5	12	7	11	-4	3	-11	1	9
CCc1ccc(NC(=S)Nc2ccc(S(=O)(=O)Nc3ncccn3)cc2)cc1	1.2	6	-16	4	-3	0	-2	0	15
CCSC1=NCCN1S(=O)(=O)c1ccc2ccccc2c1	-0.3	-1	5	-1	-5	1	1	-8	-8
COc1ccc(NC(=S)N2CCOCC2)c(OC)c1	-0.5	10	-5	6	0	1	-5	0	4
CC(NC(=O)Nc1cccnc1)(C(F)(F)F)C(F)(F)F	-1.9	0	-9	1	3	0	-1	-1	7
COc1cc(OC)cc(-c2c(C#Cc3ccsc3)c3cc(-c4ccc(OC)cc4F)ccc3n2C)c1	6.7	12	-7	-4	0	1	8	3	8
COc1ccc(CNC(=O)C2CC(C)=CCC2C(=O)O)cc1 (stereo unspecified)	1.5	-2	0	0	5	1	1	-5	3
Cc1ccc(-c2nc3ncccc3o2)cc1NC(=O)COc1ccccc1	-0.3	-1	0	0	7	1	5	-1	-4
COc1ccc(-n2c(CCC(=O)O)ccc2-c2ccc(F)cc2)c(OC)c1	-3.0	1	6	4	5	0	2	-5	3
COc1cc(C(=O)N/N=C(\C)c2ccc3c(c2)OCO3)cc(OC)c1OC	-0.9	4	-4	-8	-1	2	12	-2	11
COc1ccc(NS(=O)(=O)c2cccc(C(=O)NCC(c3ccco3)N3CCCC3)c2)cc1 (stereo unspecified)	6.1	2	-8	3	-2	2	13	-4	6
Cc1cc(OCC(=O)N2CCN(c3ccc(F)cc3)CC2)c2c(C)cc(=O)oc2c1	-0.2	1	14	0	2	1	0	-5	-5
O=C(/C=C/c1ccc2c(c1)OCO2)NCCSCc1cccc(Cl)c1	0.8	-6	-3	-1	6	2	1	-4	2
CC1=CCC(C(=O)N/N=C/c2cccs2)C(c2ccc(F)cc2)C1 (stereo unspecified)	0.5	7	-9	0	-8	-2	-6	-5	7
Cc1cc(C)c(OCC(=O)N2CCN(c3ncc(C(F)(F)F)cc3Cl)CC2)c(C)c1	4.1	5	-14	3	-1	0	-8	-5	14
CC(=O)C(/C=N/c1ncc(C(F)(F)F)cc1Cl)=C(\C)O	4.4	-3	-9	-1	-3	0	-1	-2	13
Cn1c(=NC(=O)c2ccc3c(c2)OCCO3)sc2cc(S(C)(=O)=O)ccc21	5.7	-9	16	-10	-3	12	20	2	-8
CC(NC(=O)c1cc2ccccc2o1)c1ccccc1 (stereo unspecified)	-0.2	-4	19	-7	4	2	12	-4	-7
CN(C)c1ccc(/C=C(/C#N)C(=O)Nc2nc3c(s2)CCN(Cc2ccccc2)C3)cc1	158*	-5	24*	-28	9	14	24	49*	-15
Cc1cc2oc(=O)cc(CN3CCCc4ccccc43)c2cc1C	8.2	7	-4	-8	-3	1	4	-9	3
O=S(=O)(c1ccc(Cl)s1)N1CCN(c2ncccn2)CC1	0.4	0	-4	0	-4	1	-2	2	3
Cc1ccc(C)c(OCCC(=O)Nc2cccc(S(=O)(=O)N3CCCC3)c2)c1	0.2	-6	8	-6	-3	4	2	-1	-4
Cn1c(=O)c2cc(S(=O)(=O)NC(C(=O)NCc3cccnc3)c3ccccc3)ccc2n(C)c1=O (stereo unspecified)	-0.1	2	-7	-5	3	0	4	-1	9
O=C(CN1CCN(Cc2ccccc2Cl)CC1)N/N=C/c1ccccn1	-1.2	-20	7	-3	13	15	12	3	-3
CC1NC(=O)c2cc3ccccc3cc2-n2c1nc1cc(Cl)ccc1c2=O (stereo unspecified)	5.2	6	-18	-5	-23	1	0	0	12

Another view of three compounds above:
> COc1ccc(NS(=O)(=O)c2cccc(C(=O)NCC(c3ccco3)N3CCCC3)c2)cc1 (stereo unspecified)
  CRFR2-BP ag: 6.1	CHRM4 PAM: 2	CHRM1 antagonist: -8	M5 PAM: 3	M4 antag: -2	M4 ag: 2	M5 antag: 13	M5 ag: -4	CHRM1 PAM: 6

> Cc1cc(OCC(=O)N2CCN(c3ccc(F)cc3)CC2)c2c(C)cc(=O)oc2c1
  CRFR2-BP ag: -0.2	CHRM4 PAM: 1	CHRM1 antagonist: 14	M5 PAM: 0	M4 antag: 2	M4 ag: 1	M5 antag: 0	M5 ag: -5	CHRM1 PAM: -5

> O=C(/C=C/c1ccc2c(c1)OCO2)NCCSCc1cccc(Cl)c1
  CRFR2-BP ag: 0.8	CHRM4 PAM: -6	CHRM1 antagonist: -3	M5 PAM: -1	M4 antag: 6	M4 ag: 2	M5 antag: 1	M5 ag: -4	CHRM1 PAM: 2

Remaining list, next part
SMILES	CRFR2-BP ag	CHRM4 PAM	CHRM1 antagonist	M5 PAM	M4 antag	M4 ag	M5 antag	M5 ag	CHRM1 PAM
COc1cc(C(=S)N2CCOCC2)ccc1O	-3.4	-6	0	-5	-5	1	-5	2	1
O=C(O)c1ccc(NS(=O)(=O)c2ccc(Cl)cc2)cc1	2.0	3	-5	-3	-3	1	4	-3	8
CCOC(=O)N1CCN(S(=O)(=O)c2cc([N+](=O)[O-])c(C)cc2C)CC1	-6.5	-8	-6	-2	10	1	3	-2	8
Cc1cc(C)cc(NC(=O)CN2CCN(c3ncccn3)CC2)c1	-1.8	4	7	1	3	0	-4	-3	-3
COC(=O)C1=C(C)NC(C)=C(C(=O)OC)C1/C=C/c1ccccc1	-1.0	-4	0	-3	-8	1	3	-5	-4
CC=CCn1c(SCCCc2ccccc2)nc2c1c(=O)[nH]c(=O)n2C	.	-6	-5	5	6	5	4	13	-6
CCOc1ccc(NC(=O)CSc2nnc(C34CC5CC(CC(C5)C3)C4)n2C)cc1	0.0	9	3	4	7	0	-2	-1	9
COc1ccc(C(=O)COC(=O)CCC(=O)c2cccs2)cc1	-1.5	0	0	-1	0	2	-8	1	8
O=C(Cc1ccccn1)c1ccncc1	4.3	4	-2	6	-2	1	8	6	8
CCCCC[C@@H]1C=C(C(=O)O)[C@H](c2ccc3c(c2)OCO3)N1S(=O)(=O)c1ccc(C)cc1	-0.2	0	-15	-1	0	1	-4	1	2
CCC(C)[C@H]1CNCCN1CCCc1cc(OC)c(OC)c(OC)c1 (stereo partly specified)	-1.4	8	-7	10	-5	1	1	-1	2
Cc1ccc(C2(CCN)CCOC(C(C)C)C2)cc1 (stereo unspecified)	0.9	-1	-2	-1	-4	1	-8	0	4
Cc1cccc(Cn2nc(C(C)(C)C)cc2C(=O)Nc2ccc(F)cc2)c1	0.5	-13	-13	-20	16	4	14	0	13
Cc1ccc(C(CC(=O)O)C2CCOC(C)(C)C2)cc1 (stereo unspecified)	0.7	-3	-1	2	1	1	-9	2	6
Cc1c(-c2ccc(F)cc2)[n+](=O)c(-c2ccc(F)cc2)c(C)n1[O-]	0.1	-4	20	-7	3	0	5	1	-5
COc1ccc(OC)c(-c2cc(C(=O)Nc3cc(C)n(Cc4ccc(Cl)cc4)n3)no2)c1	4.2	11	-6	-2	-2	0	1	-2	4
CCOC(=O)C1C(=O)CC(C)(O)C(C(=O)OCC)C1c1ccccc1 (stereo unspecified)	3.2	10	-8	4	-7	0	-8	-2	0
COCCN(C(=S)Nc1ccc(Cl)cc1OC)C1CCN(C(C)=O)CC1	-0.4	1	-15	8	1	0	-8	0	11
CCC(C)NCCOc1ccc(Br)cc1 (stereo unspecified)	-0.1	8	10	3	-1	2	-3	-7	-4
Clc1ccc(OCCSc2ncccn2)c(Br)c1	-1.4	-2	-3	4	4	-1	5	-1	2
Cc1nn(C)cc1/C=N/NC(=S)Nc1ccc(Cl)cc1Cl	-1.9	-8	5	-1	8	2	0	-4	-6
COc1ccc(NC(=O)c2ccc3ccccc3c2)cc1NS(=O)(=O)c1ccc(F)cc1	1.3	-3	-5	-7	-1	4	-8	-3	6
COc1cccc(C(=O)CSc2nccn2C)c1	-1.2	-5	-1	0	5	0	1	-4	-1
Cc1cc(C)c(NC(=O)CS(=O)CC(=O)NCCCc2ccccc2)c(C)c1 (stereo unspecified)	-0.1	0	1	0	-2	1	-1	-2	-4
COc1cc(C2CC(=O)C3=C(C2)Nc2ncnn2C3c2cccs2)cc(OC)c1OC (stereo unspecified)	-2.6	-5	-14	11	-7	1	-4	4	21

Structural class: those above with bromine
SMILES	CRFR2-BP ag	CHRM4 PAM	CHRM1 antagonist	M5 PAM	M4 antag	M4 ag	M5 antag	M5 ag	CHRM1 PAM
CCC(C)NCCOc1ccc(Br)cc1 (stereo unspecified)	-0.1	8	10	3	-1	2	-3	-7	-4
Clc1ccc(OCCSc2ncccn2)c(Br)c1	-1.4	-2	-3	4	4	-1	5	-1	2

Structures listed above marked active in CHRM1 antagonist.
SMILES	CRFR2-BP ag	CHRM4 PAM	CHRM1 antagonist	M5 PAM	M4 antag	M4 ag	M5 antag	M5 ag	CHRM1 PAM
CN(C)c1ccc(/C=C(/C#N)C(=O)Nc2nc3c(s2)CCN(Cc2ccccc2)C3)cc1	158*	-5	24*	-28	9	14	24	49*	-15

New compounds follow.
SMILES	CRFR2-BP ag	CHRM4 PAM	CHRM1 antagonist	M5 PAM	M4 antag	M4 ag	M5 antag	M5 ag	CHRM1 PAM
S=C1SCN(Cc2cccnc2)CN1Cc1cccnc1	101*	-13	-2	0	-1	0	12	-2	5
CC(C)(CN=C1NS(=O)(=O)c2ccccc21)CNC(=O)c1ccccc1	0.3	-6	-2	-10	6	9	11	-2	1
Cc1cccc(-n2c(SCC(N)=O)nnc2-c2ccccn2)c1C	-1.9	1	-3	-4	-1	1	5	-4	2
CCOc1ccc(S(=O)(=O)N/N=C\c2ccc3c(c2)OCO3)cc1	0.3	5	-11	-4	-15	3	-2	-1	11
CC(=O)c1cccn1S(=O)(=O)c1ccccc1	-4.1	0	2	2	5	0	-3	-8	2
CC(=O)NNS(=O)(=O)c1ccc(-c2cc(C(F)(F)F)n(C)n2)s1	-1.3	-6	-10	11	1	0	0	2	4

Single records, as listed above.
`CCOc1ccc(S(=O)(=O)N/N=C\c2ccc3c(c2)OCO3)cc1` in the list: CRFR2-BP ag: 0.3; CHRM4 PAM: 5; CHRM1 antagonist: -11; M5 PAM: -4; M4 antag: -15; M4 ag: 3; M5 antag: -2; M5 ag: -1; CHRM1 PAM: 11
`CC(=O)c1cccn1S(=O)(=O)c1ccccc1` in the list: CRFR2-BP ag: -4.1; CHRM4 PAM: 0; CHRM1 antagonist: 2; M5 PAM: 2; M4 antag: 5; M4 ag: 0; M5 antag: -3; M5 ag: -8; CHRM1 PAM: 2
`S=C1SCN(Cc2cccnc2)CN1Cc1cccnc1` in the list: CRFR2-BP ag: 101*; CHRM4 PAM: -13; CHRM1 antagonist: -2; M5 PAM: 0; M4 antag: -1; M4 ag: 0; M5 antag: 12; M5 ag: -2; CHRM1 PAM: 5

Assay outcomes (PubChem BioAssay)

The order is random (roughly 2.8% active in at least one column).
